Scp1 inh: Scp-1 (human) phosphatase inhibition; Q9GZU7; Recombinant Scp1, phosphopeptide, malachite green phosphate absorbance; inhibition, % at 20 µM; 0.88% of 340,000 active;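 active = inhibition above about 50% at 20 µM, limit read from the data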;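 note: plate controls were DMSO wells with enzyme for no effect and wells lacking enzyme for full effect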
Target sequence (Q9GZU7 76-261 limits assumed): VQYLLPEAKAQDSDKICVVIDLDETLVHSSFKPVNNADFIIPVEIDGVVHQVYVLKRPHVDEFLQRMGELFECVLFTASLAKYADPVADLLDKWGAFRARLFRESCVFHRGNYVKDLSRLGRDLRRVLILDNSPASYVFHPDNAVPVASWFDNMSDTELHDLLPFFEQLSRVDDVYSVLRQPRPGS
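assay system = SCP-1 phosphatase catalytic domain, residues 76-261 | buffer or medium = 50 mM Tris acetate pH 5.5, 0.005% Tween-20, 10 mM MgCl2 | incubation = enzyme reaction 45 min at room temperature, colour 5 min, stabilisation 30 min | signal = Phosphate-binding colour reagent, absorbance read at 630 nm | measure = % inhibition at 20 µM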
MT1-MMP act inh: inhibitors of human MT1-MMP activation; P50281; 0.061% of 360,000 active; HT1080 RFP-PRO-GFP cells, GFP/RFP ratio fluorescence, overnight; percent of plate control window, DMSO zero; GFP/RFP ratio change, % at 20 µM; AID 651647;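 active = GFP/RFP ratio change of at least 30% with cell ATP level not reduced by more than half and red fluorescence within 50% of control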; note: strong numbers were not always called active
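Assay system – RFP-PRO-GFP reporter HT1080 cells · Compound dosing – single dose of 20 µM compound, 1% DMSO final · Incubation – overnight compound exposure at 37 °C · Measure – GFP/RFP fluorescence ratio · Benchmarks – DMSO wells and RFP-L50D-GFP cells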
NadD inh: inhibitors of Staphylococcus aureus NadD | AID 602399 | purified NadD enzyme, colorimetric absorbance read-out | inhibition, % at 20 µM | 0.78% of 360,000 active; in the data active = inhibition above about 26%; note: some compounds past the cut are filed as inactive
SKN-1 block: inhibitors of C. elegans SKN-1. C. elegans VP596 Pgst-4::GFP/RFP ratio, acrylamide-induced, 24 h. inhibition, % at 21.8 µM. 0.49% of 360,000 active;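 active = interference check ratio from 0.5 to 1.5 plus GFP to RFP signal ratio inhibition reaching or exceeding a fixed threshold, cut at about 30% in these data, passing the limit was not always enough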; note: some compounds called inactive have numbers as strong as hits
Rpn11 block: Rpn11 (human) deubiquitinase inhibition; O00487; human 26S proteasome, Ub4-pepOG fluorescence polarization; 20S core pre-blocked with epoxomicin; AID 588493; calls only at 20 µM; 0.59% of 360,000 active;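 active = inhibition at 20 µM, scaled to each plate's controls, above about 33%, limit read from the data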
STEP inh: STEP (human) phosphatase inhibition. inhibition, % at 20 µM. recombinant STEP, OMFP fluorogenic substrate, fluorescence. 0.25% of 360,000 active;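 active = inhibition at 20 µM, scaled per plate between control wells, above about 37%, limit read from the data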;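 note: 0% = DMSO with enzyme and substrate and 100% = substrate only without enzyme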
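System: isolated STEP enzyme; schedule: 20 min enzyme reaction at room temperature, protected from light; medium: Bis-Tris buffer pH 6.0, 2.5 mM DTT, 0.005% Tween 20; signal: fluorescence, 480/540 nm; dosing: single compound dose of 20 µM, 1% DMSO final; also added: OMFP substrate, 25 µM final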
SUMO1-SIM PPI: modulators of human SUMO1-mediated protein-protein interactions; inhibition, % at 20 µM; 0.33% of 360,000 active; P63165; SUMO1 binding to a labelled peptide, TR-FRET, 1 h; in the data active = inhibition above about 37%
CendR NRP1 mod: NRP-1/CendR interaction modulation | 0.85% of 360,000 active | FAM-RPARPAR peptide binding to NRP-1, fluorescence polarization | O14786 | inhibition, % at 25 µM | AID 602438;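 active = inhibition or corrected inhibition above about 18%, plus a signal ratio from 0.5 to 1.5, limit read from the data, passing the limit was not always enough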; note: strong numbers were not always called active
Target sequence (O14786 whole entry, looked up): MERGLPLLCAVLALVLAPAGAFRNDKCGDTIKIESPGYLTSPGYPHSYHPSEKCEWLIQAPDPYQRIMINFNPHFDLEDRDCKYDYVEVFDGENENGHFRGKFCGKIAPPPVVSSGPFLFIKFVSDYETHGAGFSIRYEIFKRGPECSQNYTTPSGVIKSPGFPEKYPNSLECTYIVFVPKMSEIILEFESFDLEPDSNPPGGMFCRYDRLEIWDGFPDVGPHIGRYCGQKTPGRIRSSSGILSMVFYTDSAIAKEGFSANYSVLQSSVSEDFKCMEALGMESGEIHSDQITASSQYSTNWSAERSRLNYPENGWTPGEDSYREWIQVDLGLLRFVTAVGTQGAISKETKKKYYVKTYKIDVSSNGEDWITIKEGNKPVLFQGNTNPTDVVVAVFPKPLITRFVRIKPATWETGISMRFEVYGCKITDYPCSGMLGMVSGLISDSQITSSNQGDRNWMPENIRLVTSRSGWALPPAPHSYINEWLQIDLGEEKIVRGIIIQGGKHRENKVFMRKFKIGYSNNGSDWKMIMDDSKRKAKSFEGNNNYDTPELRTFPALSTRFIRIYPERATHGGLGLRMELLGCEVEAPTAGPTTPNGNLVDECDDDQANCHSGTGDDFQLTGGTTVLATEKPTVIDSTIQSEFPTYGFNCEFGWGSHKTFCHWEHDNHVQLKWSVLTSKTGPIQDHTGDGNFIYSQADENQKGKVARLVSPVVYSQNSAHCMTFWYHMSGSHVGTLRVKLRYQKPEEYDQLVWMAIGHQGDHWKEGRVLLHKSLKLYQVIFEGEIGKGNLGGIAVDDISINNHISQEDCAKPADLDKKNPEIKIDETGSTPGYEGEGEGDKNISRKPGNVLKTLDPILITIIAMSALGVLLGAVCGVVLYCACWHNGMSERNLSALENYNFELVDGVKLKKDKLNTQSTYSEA
DNMT1 block: DNMT1 (human) enzyme inhibition. P26358. inhibition (reported as % activation of signal), % at 10 µM. DNMT1 molecular beacon, Hinp1I cleavage, fluorescence. 0.83% of 360,000 active; in the data active = inhibition above about 50%
LMPTP inh: blocks human LMPTP phosphatase | P24666 | 0.22% of 360,000 active | recombinant LMPTP-A, OMFP fluorogenic substrate, fluorescence intensity | inhibition, % at 20 µM;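 active = compounds that cut the enzyme signal by at least half of the control window in the single-dose screen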;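 note: plate controls were DMSO wells with enzyme plus substrate for no effect and substrate without enzyme for full effect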
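Test system: LMPTP-A, protein tyrosine phosphatase of low molecular weight; Input: 0.625 nM enzyme; Incubation: 50 min dark incubation at room temperature; Signal: endpoint fluorescence intensity from OMFP dephosphorylation; Read-out basis: % inhibition versus control wells.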
The depositor's hits bear a star; i = inactive; . = not tested or not shown.

entry | Structure | Scp1 inh | MT1-MMP act inh | NadD inh | SKN-1 block | Rpn11 block | STEP inh | SUMO1-SIM PPI | CendR NRP1 mod | DNMT1 block | LMPTP inh
1 | CCOC(=O)Nc1c(Cl)n(C)c(=O)n(C)c1=O | 5.2 | -3.1 | -4.6 | -14.8 | i | 1.4 | 2.7 | -4.2 | 3.1 | -1.6
2 | Cc1ccc(C(=O)NCC(=O)OCCOc2ccccc2Cl)cc1 | 1.3 | -2.7 | -7.2 | -26.7 | i | 2.9 | 6.1 | -3.0 | 0.0 | 0.9
3 | CCOC(=O)CNC(=O)CSc1nnnn1-c1ccc(C)c(C)c1 | -6.9 | 2.2 | -2.2 | -17.6 | i | 1.3 | -2.8 | 8.3 | 2.9 | 0.0
4 | Oc1ccc(N2CCN(Cc3cc4c(cc3Br)OCCO4)CC2)cc1 | -14.8 | -2.9 | 5.1 | -4.4 | i | -1.4 | 4.5 | 2.2 | -14.2 | 3.7
5 | COc1ccc(NC(=O)CNC(=O)c2nn(-c3ccc(OC)c(Cl)c3)c(=O)c3ccccc23)c(OC)c1 | -10.2 | 1.8 | -1.7 | 5.7 | i | 3.9 | 3.8 | -16.6 | -13.1 | 3.3
6 | COc1ccc2c3c(c(=O)oc2c1OCC(N)=O)CCCC3 | -5.7 | 10.6 | 2.9 | 2.0 | i | -1.2 | -2.9 | -12.6 | 0.3 | 0.1
7 | COc1ccc(Nc2nc(-c3ccccc3O)nc3ccccc23)cc1 | 3.6 | -7.7 | 8.4 | 19.3 | i | -4.5 | 1.5 | -0.4 | -4.0 | 6.8
8 | CC1CCCC(C)N1C(=O)COC(=O)c1cc(S(=O)(=O)N2CCOCC2)ccc1Cl (configuration not stated) | -2.3 | -1.2 | 2.2 | 5.1 | i | -3.8 | 3.3 | -4.5 | -0.9 | -0.9
9 | CC1(C)SC(=S)N(/N=C/c2ccc(O)cc2)C1N(O)C(=O)Nc1ccc([N+](=O)[O-])cc1 (configuration not stated) | -6.9 | -2.1 | -3.2 | 2.7 | i | 1.0 | -15.9 | -3.1 | 1.2 | 0.1
10 | CCn1cc(C(=O)NCc2ccco2)c(=O)c2cc(S(=O)(=O)N3CCCC3)ccc21 | -5.9 | -2.1 | -7.3 | -13.6 | i | -1.4 | 5.1 | -0.1 | -0.8 | 0.3
11 | CCc1nc(SCC(=O)N2CCCC2)c2c(=O)n(C)c(=O)n(C)c2n1 | -5.5 | -0.2 | -4.4 | 3.5 | i | 0.1 | -3.3 | 6.1 | -2.1 | -0.1
12 | O=C(c1cccs1)N1CCC(c2nc3c(nnn3Cc3cccc(Cl)c3)c(=O)[nH]2)CC1 | 2.6 | 6.3 | 18.0 | 3.7 | i | 1.6 | 17.0 | -5.7 | 2.5 | 1.9
13 | COc1ccc(CCN=C(N)NS(=O)(=O)c2cccs2)cc1OC | 0.8 | 2.0 | -1.4 | -0.9 | i | 0.6 | 1.1 | 20.0* | -1.0 | -1.6
14 | O=C(Nc1cccnc1)c1ccc(Cl)c(S(=O)(=O)N2CCCCC2)c1 | -8.3 | 3.3 | 2.3 | 3.3 | i | 3.1 | 11.8 | -2.2 | 2.3 | 0.7
15 | Cc1ccc(NC(=O)Cn2nc(C(=O)O)c3ccccc3c2=O)cc1S(=O)(=O)N1CCCCCC1 | -6.8 | 3.1 | 10.0 | 13.7 | i | 1.9 | 6.1 | 2.2 | -6.6 | 1.4

Exported with each value named: 3 of the compounds above
(1) CCOC(=O)Nc1c(Cl)n(C)c(=O)n(C)c1=O
  Scp1 inh = 5.2	MT1-MMP act inh = -3.1	NadD inh = -4.6	SKN-1 block = -14.8	Rpn11 block = i	STEP inh = 1.4	SUMO1-SIM PPI = 2.7	CendR NRP1 mod = -4.2	DNMT1 block = 3.1	LMPTP inh = -1.6
(2) Cc1ccc(C(=O)NCC(=O)OCCOc2ccccc2Cl)cc1
  Scp1 inh = 1.3	MT1-MMP act inh = -2.7	NadD inh = -7.2	SKN-1 block = -26.7	Rpn11 block = i	STEP inh = 2.9	SUMO1-SIM PPI = 6.1	CendR NRP1 mod = -3.0	DNMT1 block = 0.0	LMPTP inh = 0.9
(3) CCOC(=O)CNC(=O)CSc1nnnn1-c1ccc(C)c(C)c1
  Scp1 inh = -6.9	MT1-MMP act inh = 2.2	NadD inh = -2.2	SKN-1 block = -17.6	Rpn11 block = i	STEP inh = 1.3	SUMO1-SIM PPI = -2.8	CendR NRP1 mod = 8.3	DNMT1 block = 2.9	LMPTP inh = 0.0

Next part.
entry | Structure | Scp1 inh | MT1-MMP act inh | NadD inh | SKN-1 block | Rpn11 block | STEP inh | SUMO1-SIM PPI | CendR NRP1 mod | DNMT1 block | LMPTP inh
16 | CC1=CC(=C(C#N)c2nc3ccccc3s2)C=C(C)N1c1ccc(F)cc1 | 12.6 | -27.3 | 21.8 | 2.3 | i | 1.8 | -0.4 | -16.6 | -11.8 | 3.4
17 | CCN(Cc1ccccc1)CC(O)COc1ccccc1 (configuration not stated) | -4.7 | -0.5 | 1.1 | 14.2 | i | 1.0 | 3.2 | -1.1 | -7.8 | -0.4
18 | Cc1cc(C)cc(NC(=O)COC(=O)c2cc(C)oc2C)c1 | -3.4 | 1.5 | -4.0 | 4.3 | i | -2.6 | -1.7 | 1.4 | -0.9 | 0.9
19 | CCCc1[nH]n(-c2ccc([N+](=O)[O-])cc2)c(=O)c1C=NCCCn1ccnc1 | 7.2 | 4.0 | 6.2 | -10.2 | i | 0.0 | -23.4 | 15.5 | -2.5 | -3.7
20 | COc1ccc(CC(=O)NC2CCS(=O)(=O)C2)cc1 (configuration not stated) | -1.1 | -4.9 | 0.9 | 5.8 | i | -1.4 | 7.0 | -1.0 | 0.9 | 0.9
21 | COc1ccc(N(CC(=O)N2CCN(c3ccccc3F)CC2)S(=O)(=O)c2ccc(C)cc2)cc1 | -4.5 | 4.1 | 2.8 | 4.1 | i | 3.0 | -1.9 | 15.5 | -2.1 | 2.7
22 | CCCCNC(=O)C1(C)CCCCN1Cc1ccccc1-c1ccccc1 (configuration not stated) | . | -1.8 | -3.3 | 8.4 | i | 0.2 | 4.7 | -2.8 | 17.3 | 1.6
23 | O=C(O)c1ccc(NC2=C(n3nnc4ccccc43)C(=O)c3ccccc3C2=O)cc1 | -1.8 | 14.3 | -0.8 | 9.9 | i | 0.7 | -19.7 | 16.5 | -5.1 | 1.5
24 | COc1cc(C(=O)NCCC(=O)NCc2c(F)cc(F)cc2F)cc(OC)c1OC | -2.5 | -1.2 | -1.2 | 9.0 | i | -1.7 | -1.7 | 5.2 | 1.5 | -0.5
25 | N#Cc1ccc(C(CC(=O)O)N2Cc3ccccc3C2=O)cc1 (configuration not stated) | -11.0 | 0.8 | -9.1 | 3.7 | i | 0.0 | 10.7 | 2.0 | -2.8 | -1.4
26 | CN1CCN(c2nc(-c3ccc(Cl)cc3)cc(=O)[nH]2)CC1 | -2.4 | -3.3 | -2.3 | -23.5 | i | 1.7 | 5.3 | -13.2 | -0.5 | -0.7
27 | CN(C)c1nc(SCCOC(=O)COc2ccc(Cl)cc2Cl)nc(N(C)C)n1 | 0.5 | 4.6 | 7.8 | 15.3 | i | -1.0 | -3.0 | -2.9 | 0.6 | 3.4
28 | Cc1ccc2cc(CCNC(=O)c3ccco3)c(=O)[nH]c2c1C | -9.1 | -0.6 | 8.3 | -0.4 | i | -0.8 | 3.6 | -6.5 | 2.6 | -0.6
29 | O=C(Nc1nnc(-c2ccccc2)o1)Nc1ccc(F)cc1F | -2.7 | -1.5 | 0.1 | 6.8 | i | -2.6 | 1.2 | 1.8 | 1.6 | -1.3
30 | NC(=O)[C@@H]1CCCN1Cc1nc(Cc2cccc(C(F)(F)F)c2)no1 | -6.5 | 6.5 | -1.1 | -2.4 | i | -1.7 | 2.4 | 4.0 | -1.3 | -0.9
31 | O=C(Nc1ccc(Oc2ccccc2)cc1)N[C@@H](Cc1ccccc1)C(=O)O | 0.1 | 9.8 | -6.1 | -1.2 | i | 1.1 | 0.5 | 4.4 | -0.9 | -2.5
32 | Cc1ccccc1C(=O)N1CCN(c2nc(N3CCOCC3)nc(N3CCOCC3)n2)CC1 | 33.0 | 0.5 | 1.0 | 7.9 | i | -1.6 | -2.9 | 1.0 | 0.8 | -2.1
33 | O=C(CCNC(=O)c1ccccc1Cl)Nc1nc2ccccc2[nH]1 | -12.4 | -1.4 | 1.4 | 9.8 | i | -0.4 | 0.8 | 6.4 | -2.5 | -1.2
34 | CCC(C)(C(=O)NC1CCCCC1)N(Cc1ccco1)C(=O)c1ccccn1 (configuration not stated) | -7.8 | -0.9 | -6.1 | -13.8 | i | 3.1 | 3.1 | 13.2 | 12.1 | 0.0
35 | O=[N+]([O-])c1ccc(/C=C/C2=NN(c3ccccc3)C(c3ccco3)C2)o1 (configuration not stated) | 78.9* | -32.4 | 10.2 | 33.3* | . | 4.9 | -15.8 | -96.9 | 75.1* | 10.2
36 | CCC(=O)N1CCC(C)(C(=O)NCc2ccc(F)cc2)C1 (configuration not stated) | . | 4.8 | -1.1 | -12.5 | i | 2.4 | 5.0 | -12.1 | 0.9 | -0.4
37 | O=C(Cn1cc([N+](=O)[O-])cn1)Nc1nc2ccccc2s1 | -4.6 | 12.2 | 9.0 | 11.2 | i | -0.9 | -6.0 | 6.7 | 3.0 | -1.0
38 | Cn1nc(-c2ccccc2)c(C(O)c2ccc(Cl)cc2)c1Cl (configuration not stated) | -2.0 | 7.7 | -9.3 | -8.2 | i | 0.4 | -4.3 | -0.7 | 2.7 | -0.7
39 | COc1cccc(NC(=O)CN(C2=NC3CS(=O)(=O)CC3S2)c2cccc(C)c2)c1 (configuration not stated) | -6.5 | 1.3 | -5.2 | 10.4 | i | -0.8 | 1.2 | -3.9 | -6.3 | -1.1
40 | N#Cc1nc(Cc2ccccc2)oc1N1CCN(c2cccc(Cl)c2)CC1 | -10.2 | -2.3 | 2.2 | 5.3 | i | 1.4 | 3.2 | 6.0 | 2.7 | 3.9
41 | c1cncc(-c2nc(NCc3ccco3)c3ccccc3n2)c1 | -5.0 | -5.7 | -5.1 | -11.9 | i | -2.7 | 8.2 | 10.1 | 3.3 | 7.7
42 | NCCCn1cnc2ccccc21 | -5.4 | -1.9 | -8.3 | -1.2 | i | -0.5 | -1.7 | 5.3 | 1.9 | -0.9
43 | CCN(CC(=O)Nc1cc(Cl)ccc1C)C(=O)C1COc2ccccc2O1 (configuration not stated) | -2.2 | 6.2 | -2.0 | 15.1 | i | 1.8 | 0.0 | 3.8 | 4.3 | 0.1
44 | O=C1CN(C(=O)/C=C/c2ccc(Br)cc2)CCN1 | -5.9 | 0.7 | -10.3 | -1.5 | i | -2.2 | -18.5 | -4.1 | -8.1 | 0.3
45 | O=C(Nc1nccs1)c1nc(-c2ccccc2)n(-c2ccccc2)n1 | -10.8 | 4.8 | 2.1 | -15.6 | i | 5.0 | 8.8 | 8.5 | -1.4 | -0.7
46 | CC(CCO)Nc1nc2c([nH]1)c(=O)n(C)c(=O)n2C (configuration not stated) | -3.7 | 0.2 | -1.2 | 18.4 | i | -0.5 | -4.2 | 10.6 | 1.8 | -0.5

Screens (PubChem BioAssay)
